Bioassay records (PubChem BioAssay)
CRFR2-BP ag – CRF-BP/CRF-R2 complex agonism. HEK293 CRF-R2/CRF-BP, calcium dye fluorescence (FLIPR); percent of saturating CRF peptide response. activation, % at 13.2 µM. 350,000 compounds, 0.46% hits;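 active = activation of at least 50%, plus an integration ratio under a set limit after plate pattern correction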;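 also: plate controls were neutral control wells without compound for no effect and CRF at EC100 for full effect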
CHRM5 antagonist – antagonists of human muscarinic M5 receptor (CHRM5). 360,000 compounds, 0.59% hits. CHO-hM5 cells, Fluo-8 calcium fluorescence, ACh EC80. inhibition, % at 3 µM. P08912;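 active = inhibition above a per-plate cutoff, the mean of that plate's test compounds plus 3 SD, cut at about 27% in these data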;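 also: 0% = acetylcholine EC80 with DMSO and 100% = DMSO without agonist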
Target sequence (P08912 whole entry, looked up): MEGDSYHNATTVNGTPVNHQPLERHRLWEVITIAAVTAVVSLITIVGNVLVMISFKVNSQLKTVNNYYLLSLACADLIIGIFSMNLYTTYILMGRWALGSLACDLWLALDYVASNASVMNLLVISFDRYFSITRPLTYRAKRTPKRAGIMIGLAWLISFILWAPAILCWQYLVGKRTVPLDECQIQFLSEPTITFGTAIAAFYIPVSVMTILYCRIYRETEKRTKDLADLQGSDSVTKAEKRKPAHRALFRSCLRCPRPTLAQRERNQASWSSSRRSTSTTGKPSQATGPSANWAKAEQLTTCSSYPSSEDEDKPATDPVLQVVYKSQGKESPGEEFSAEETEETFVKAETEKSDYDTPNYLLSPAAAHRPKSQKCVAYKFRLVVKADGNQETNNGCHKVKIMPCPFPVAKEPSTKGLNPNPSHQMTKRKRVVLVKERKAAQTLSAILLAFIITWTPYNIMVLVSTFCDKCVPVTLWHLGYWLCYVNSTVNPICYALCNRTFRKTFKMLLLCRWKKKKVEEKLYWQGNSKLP
CRFR2-BP antag – antagonists of CRF-binding protein/CRF-R2 receptor complex. HEK293 CRF-R2/CRF-BP, CRF-induced calcium fluorescence. inhibition, % at 11.8 µM. 350,000 compounds, 0.59% hits. AID 588475;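 active = inhibition of the ligand-induced calcium signal above about 50% at the single tested concentration, limit read from the data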
TAAR1 antagonist – antagonists of human TAAR1 | inhibition, % at 3 µM | 360,000 compounds, 1.5% hits | Q96RJ0 | CHO RD-HGA16 TAAR1, Fluo-8 calcium fluorescence, antagonist;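 active = inhibition above a per-plate cutoff, the mean inhibition of test compounds on that plate plus 3 SD, cut at about 49% in these data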;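 also: 0% = DMSO plus EC80 beta-PEA response and 100% = DMSO alone without agonist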
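System: CHO RD-HGA16 cells bearing hTAAR1. Reagent: EC80 β-phenethylamine stimulus. Schedule: seeding 17-24 h prior, 75-min 37 °C, 30-min RT dye loading. Signal: Fluo-8 intracellular calcium dye fluorescence, real-time kinetic reads. Read-out: % inhibition from peak post-agonist over basal fluorescence ratio. Benchmarks: vehicle wells and EC80 agonist wells. Replicates: n of 1.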
M1 PAM parental – counter-screen for M1 PAMs: effect in parental CHO-K1 cells; ATP EC20, Fluo-8 calcium fluorescence; 0% at ATP EC20, 100% at ATP max; AID 602247; activation, % at 3 µM; 360,000 compounds, 0.02% hits;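 active = activation above the run cutoff, the mean activation of all test compounds plus 3 SD, cut at about 40% in these data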;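 also: peak over basal fluorescence ratio in a 140 s read after ATP addition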
TAAR1 agonist – human TAAR1 agonism; CHO RD-HGA16 TAAR1, Fluo-8 calcium fluorescence; vehicle wells 0%, saturating PEA agonist 100%; 360,000 compounds, 0.99% hits; activation, % at 3 µM; Q96RJ0;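 active = activation above the mean activation of all test compounds in the run plus 3 SD, cut at about 38% in these data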
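test system = CHO RD-HGA16 cells carrying human TAAR1 plus Gα16 | schedule = 17-24 h seeding, 75 min 37 °C dye, 30 min RT | compound dosing = 3 µM single concentration | control set = DMSO and PEA EC100 | replicates = n 1 | signal = Fluo-8 fluorescence, 5 s baseline then 140 s kinetic read | measure = percent activation vs PEA EC100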
CHRM5 PAM – CHRM5 positive allosteric modulation; P08912; CHO-K1 hM5, Fluo-8 calcium, ACh EC20 PAM; 0% = ACh EC20, 100% = ACh EC100; activation, % at 3 µM; 360,000 compounds, 0.3% hits;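 active = activation above the run cutoff, the mean activation of all test compounds plus 3 SD, cut at about 18% in these data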
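Replicates: One well per compound, no replicates | System: Human M5 receptor in CHO-K1 cells | Benchmarks: Low control EC20 acetylcholine (0%), high control EC100 acetylcholine (100%) | Probe or stimulus: Acetylcholine, EC20 level | Times: Fluo-8 loading 80 min at 37 °C plus 30 min room temperature | Signal: Intracellular calcium via Fluo-8 fluorescence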
M4 PAM – positive allosteric modulators of human muscarinic M4 receptor | AID 624126 | activation, % at 3 µM | CHO-K1 hM4/Gqi5, Fluo-8 calcium fluorescence, ACh EC20; 0% = ACh EC20, 100% = maximal ACh | 360,000 compounds, 0.4% hits;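 active = activation above its plate's cutoff, the mean activation of sample wells plus 3 SD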; also: some results filed as inactive read as strong as hits
Target sequence (P08173 whole entry, looked up): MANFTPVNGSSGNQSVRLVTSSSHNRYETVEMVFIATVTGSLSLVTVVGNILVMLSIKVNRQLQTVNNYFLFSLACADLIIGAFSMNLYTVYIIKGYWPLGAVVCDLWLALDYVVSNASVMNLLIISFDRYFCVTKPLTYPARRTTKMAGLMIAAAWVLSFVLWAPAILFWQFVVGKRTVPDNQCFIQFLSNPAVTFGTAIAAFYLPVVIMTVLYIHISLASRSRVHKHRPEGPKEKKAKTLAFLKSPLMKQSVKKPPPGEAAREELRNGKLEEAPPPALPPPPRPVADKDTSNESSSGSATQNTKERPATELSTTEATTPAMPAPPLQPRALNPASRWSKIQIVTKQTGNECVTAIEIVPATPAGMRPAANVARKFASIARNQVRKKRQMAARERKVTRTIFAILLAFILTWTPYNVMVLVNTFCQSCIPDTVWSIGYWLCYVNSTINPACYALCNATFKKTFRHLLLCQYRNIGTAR
CHRM5 agonist – CHRM5 agonism in calcium assay | AID 624037 | activation, % at 3 µM | 360,000 compounds, 0.19% hits | CHO-K1 hM5 cells, Fluo-8 calcium fluorescence; 0% DMSO wells, 100% maximal acetylcholine response;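 active = activation above the run's mean over test compounds plus 3 SD, cut at about 23% in these data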;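 also: signal is peak over basal fluorescence ratio across the kinetic read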
Numbers without * were called inactive.

A first look (2 entries):
`CCOC(=O)C(O)(CC(=O)c1ccc(Cl)cc1)C(=O)OCC` gave CRFR2-BP ag -3.0, CHRM5 antagonist 0, CRFR2-BP antag 1, TAAR1 antagonist 0, M1 PAM parental 20, TAAR1 agonist 1, CHRM5 PAM 1, M4 PAM -4 and CHRM5 agonist 1.
Screening CCCc1nc2oc(C(=O)OCC)c(N)c2c2c1COC(C)(C)C2 returned CRFR2-BP ag 0.7, CHRM5 antagonist 2, CRFR2-BP antag 0, TAAR1 antagonist 8, M1 PAM parental 3, TAAR1 agonist 5, CHRM5 PAM -3, M4 PAM -1 and CHRM5 agonist 0.

The list itself, previewed entries included:
`CCOC(=O)C(O)(CC(=O)c1ccc(Cl)cc1)C(=O)OCC` gave CRFR2-BP ag -3.0, CHRM5 antagonist 0, CRFR2-BP antag 1, TAAR1 antagonist 0, M1 PAM parental 20, TAAR1 agonist 1, CHRM5 PAM 1, M4 PAM -4 and CHRM5 agonist 1.
Screening CCCc1nc2oc(C(=O)OCC)c(N)c2c2c1COC(C)(C)C2 returned CRFR2-BP ag 0.7, CHRM5 antagonist 2, CRFR2-BP antag 0, TAAR1 antagonist 8, M1 PAM parental 3, TAAR1 agonist 5, CHRM5 PAM -3, M4 PAM -1 and CHRM5 agonist 0.
O=c1c2ccccc2c(=O)n2n1Cc1ccccc1C2 was read as CRFR2-BP ag 0.9, CHRM5 antagonist 1, CRFR2-BP antag -12, TAAR1 antagonist -1, M1 PAM parental 5, TAAR1 agonist 2, CHRM5 PAM 6, M4 PAM 7 and CHRM5 agonist 2.
CCC/C(=N\NC(=O)c1cccc(C)c1)c1ccccc1 was read as CRFR2-BP ag 0.2, CHRM5 antagonist 6, CRFR2-BP antag -40, TAAR1 antagonist -22, M1 PAM parental 3, TAAR1 agonist -1, CHRM5 PAM -4, M4 PAM -2 and CHRM5 agonist -1.
COc1ccc(S(=O)(=O)NC(C)c2ccc3c(c2)OCCO3)cc1 (stereo not drawn) was read as CRFR2-BP ag 0.9, CHRM5 antagonist -5, CRFR2-BP antag 11, TAAR1 antagonist 7, M1 PAM parental 13, TAAR1 agonist 0, CHRM5 PAM -2, M4 PAM 4 and CHRM5 agonist 2.
CCOC(=O)C1CCCN(CC(=O)NC2=Nc3ccccc3N=C(C)C2c2ccccc2)C1 (stereo not drawn) was read as CRFR2-BP ag -0.1, CHRM5 antagonist 11, CRFR2-BP antag -4, TAAR1 antagonist 47, M1 PAM parental 14, TAAR1 agonist 15, CHRM5 PAM 8, M4 PAM -9 and CHRM5 agonist 1.
c1ccc(CCNC2=NCCCS2)cc1 was read as CRFR2-BP ag 0.5, CHRM5 antagonist -1, CRFR2-BP antag 21, TAAR1 antagonist 6, M1 PAM parental 16, TAAR1 agonist 0, CHRM5 PAM -4, M4 PAM -1 and CHRM5 agonist -9.
Screening O=C(CSc1nncn1-c1ccccc1)Nc1c(F)cccc1F returned CRFR2-BP ag -1.9, CHRM5 antagonist 5, CRFR2-BP antag -5, TAAR1 antagonist -8, M1 PAM parental 8, TAAR1 agonist 6, CHRM5 PAM -3, M4 PAM 3 and CHRM5 agonist -4.
For COc1ccc(CNC(=O)CN2C(=O)NC(C)(c3ccc(C(C)(C)C)cc3)C2=O)cc1 (stereo not drawn) the results were CRFR2-BP ag -1.7, CHRM5 antagonist -3, CRFR2-BP antag 19, TAAR1 antagonist -11, M1 PAM parental 13, TAAR1 agonist 0, CHRM5 PAM -5, M4 PAM -4 and CHRM5 agonist -1.
Screening CCN1CCN(Cc2nc3c(c(=O)[nH]c(=O)n3C)n2Cc2ccccc2Cl)CC1 returned CRFR2-BP ag 1.8, CHRM5 antagonist -1, CRFR2-BP antag 0, TAAR1 antagonist -20, M1 PAM parental -3, TAAR1 agonist 3, CHRM5 PAM -6, M4 PAM -13 and CHRM5 agonist -3.
Screening COc1ccc(NC(=O)N(C)C[C@H]2Oc3ccc(NS(=O)(=O)c4cccs4)cc3C(=O)N([C@H](C)CO)C[C@@H]2C)cc1 returned CRFR2-BP ag 2.1, CHRM5 antagonist -4, CRFR2-BP antag 0, TAAR1 antagonist -21, M1 PAM parental -18, TAAR1 agonist 3, CHRM5 PAM -3, M4 PAM -2 and CHRM5 agonist 1.
CCOc1cc(C(=O)N(CC)CC(=O)Nc2c(F)cccc2F)ccc1OCC(=O)N1CCCCC1 was read as CRFR2-BP ag 0.5, CHRM5 antagonist 3, CRFR2-BP antag 21, TAAR1 antagonist -13, M1 PAM parental -4, TAAR1 agonist 0, CHRM5 PAM 0, M4 PAM 12 and CHRM5 agonist 3.
For NC(=O)[C@H](Cc1cc2ccccc2s1)NC(=O)[C@@H]1CC2(CC(c3cccc(NC(=O)[C@@H]4CCC(=O)N4)c3)=NO2)CN1C(=O)c1ccccc1 (stereo partly drawn) the results were CRFR2-BP ag 1.7, CHRM5 antagonist 11, CRFR2-BP antag 6, TAAR1 antagonist 5, M1 PAM parental 13, TAAR1 agonist 14, CHRM5 PAM -1, M4 PAM 7 and CHRM5 agonist 2.
Cc1cccc(C)c1OCC(=O)OCC(=O)c1ccc2c(c1)NC(=O)CO2 was read as CRFR2-BP ag 1.3, CHRM5 antagonist 10, CRFR2-BP antag 7, TAAR1 antagonist 42, M1 PAM parental -8, TAAR1 agonist 14, CHRM5 PAM -27, M4 PAM -6 and CHRM5 agonist -2.
For O=C(NCc1cn2ccccc2n1)c1ccco1 the results were CRFR2-BP ag -0.7, CHRM5 antagonist 3, CRFR2-BP antag -2, TAAR1 antagonist 6, M1 PAM parental -7, TAAR1 agonist 0, CHRM5 PAM 0, M4 PAM -2 and CHRM5 agonist 2.
`COc1cc(/C=C(\C#N)c2nc3ccc(C)cc3[nH]2)c([N+](=O)[O-])cc1OC` gave CRFR2-BP ag 24, CHRM5 antagonist -6, CRFR2-BP antag -70, TAAR1 antagonist 7, M1 PAM parental 19, TAAR1 agonist 47*, CHRM5 PAM 0, M4 PAM 1 and CHRM5 agonist 3.
CCCC[C@@H]1CNC(=S)N1CCc1cccc2ccccc12 was read as CRFR2-BP ag -0.2, CHRM5 antagonist 5, CRFR2-BP antag 2, TAAR1 antagonist 21, M1 PAM parental 31, TAAR1 agonist 3, CHRM5 PAM 3, M4 PAM 0 and CHRM5 agonist -9.
O=C(N/N=C/c1ccccn1)c1c[nH]c2ccccc12 was read as CRFR2-BP ag 0.1, CHRM5 antagonist 11, CRFR2-BP antag -17, TAAR1 antagonist -9, M1 PAM parental 3, TAAR1 agonist 4, CHRM5 PAM -2, M4 PAM -8 and CHRM5 agonist -2.
Screening COC(=O)CN(c1ccc(C)cc1)S(=O)(=O)c1ccc2c(c1)n(C)c(=O)c(=O)n2C returned CRFR2-BP ag -0.7, CHRM5 antagonist -1, CRFR2-BP antag -25, M1 PAM parental 11, CHRM5 PAM 2, M4 PAM -1 and CHRM5 agonist -8.
`COC(=O)c1cc2c(-c3ccccc3)cc3ccccn3c-2c1C(=O)OC` gave CRFR2-BP ag 11, CHRM5 antagonist 10, CRFR2-BP antag 0, TAAR1 antagonist 46, M1 PAM parental 11, TAAR1 agonist 8, CHRM5 PAM -10, M4 PAM -7 and CHRM5 agonist 2.
Screening CCOC(=O)c1c(C)[nH]c(C(=O)NCC(c2ccco2)N2CCCCC2)c1C (stereo not drawn) returned CRFR2-BP ag 2.6, CHRM5 antagonist 9, CRFR2-BP antag 1, TAAR1 antagonist 2, M1 PAM parental 20, TAAR1 agonist 4, CHRM5 PAM 1, M4 PAM 2 and CHRM5 agonist -5.
`CCc1ccc(NC(=O)C(=O)N/N=C(\C)CC(=O)Nc2ccc(OC)cc2)cc1` gave CRFR2-BP ag 1.1, CHRM5 antagonist -11, CRFR2-BP antag -8, TAAR1 antagonist 17, M1 PAM parental 16, TAAR1 agonist -1, CHRM5 PAM -1, M4 PAM 8 and CHRM5 agonist 0.
O=C1NC(Cc2ccc(O)cc2)c2nc3cc(Cl)ccc3c(=O)n2-c2cc(Cl)ccc21 (stereo not drawn) was read as CRFR2-BP ag -1.6, CHRM5 antagonist -6, CRFR2-BP antag 15, TAAR1 antagonist -12, M1 PAM parental 15, TAAR1 agonist 2, CHRM5 PAM -3, M4 PAM -3 and CHRM5 agonist 0.
Screening O=C(CN1CCN(S(=O)(=O)c2ccc(C(F)(F)F)cc2)CC1)N1CCNC1=O returned CRFR2-BP ag -0.6, CHRM5 antagonist -4, CRFR2-BP antag 5, TAAR1 antagonist 10, M1 PAM parental 4, TAAR1 agonist 5, CHRM5 PAM -1, M4 PAM 15 and CHRM5 agonist 3.
Screening CCC(Cc1ccccc1)NC(=O)CN1C(=O)CSc2ncccc21 (stereo not drawn) returned CRFR2-BP ag -0.4, CHRM5 antagonist -3, CRFR2-BP antag -4, TAAR1 antagonist -15, M1 PAM parental -9, TAAR1 agonist 1, CHRM5 PAM -5, M4 PAM 2 and CHRM5 agonist 1.
Clc1cccc(-c2nc3nc4ccccc4nc3n2Cc2ccco2)c1 was read as CRFR2-BP ag 1.4, CHRM5 antagonist 2, CRFR2-BP antag -3, TAAR1 antagonist 21, M1 PAM parental 18, TAAR1 agonist 2, CHRM5 PAM -4, M4 PAM 0 and CHRM5 agonist -7.
O=C(C[C@H]1C/C=C\CC[C@H](Cc2ccc(F)cc2)C(=O)O[C@H](c2ccccc2)CNC1=O)N[C@H](CO)Cc1ccccc1 was read as CRFR2-BP ag 1.1, CHRM5 antagonist 10, CRFR2-BP antag -13, TAAR1 antagonist 55*, M1 PAM parental 7, TAAR1 agonist 12, CHRM5 PAM -11, M4 PAM -10 and CHRM5 agonist 1.
`CCOc1c2ccc(C(=O)NCc3ccc(C)cc3)cc2nn1CCOC` gave CRFR2-BP ag -2.1, CHRM5 antagonist -2, CRFR2-BP antag -15, TAAR1 antagonist 18, M1 PAM parental -14, TAAR1 agonist 5, CHRM5 PAM -7, M4 PAM 13 and CHRM5 agonist 2.
For S=C(c1ccc(-c2ccccc2Cl)o1)N1CCCCC1 the results were CRFR2-BP ag 2.0, CHRM5 antagonist -1, CRFR2-BP antag -20, TAAR1 antagonist 5, M1 PAM parental 5, TAAR1 agonist 2, CHRM5 PAM -2, M4 PAM -5 and CHRM5 agonist -2.
[O-]/C(=C(\C(=S)NCc1ccccc1)[n+]1ccccc1)c1ccc(Cl)s1 was read as CRFR2-BP ag 0.7, CHRM5 antagonist 8, CRFR2-BP antag 6, TAAR1 antagonist 6, M1 PAM parental 5, TAAR1 agonist 3, CHRM5 PAM -5, M4 PAM -10 and CHRM5 agonist -10.
Screening N#C/C(=N\Nc1cccc(C(F)(F)F)c1)C(=O)c1csc(-c2cccnc2)n1 returned CRFR2-BP ag 15, CHRM5 antagonist 19, CRFR2-BP antag 10, TAAR1 antagonist -14, M1 PAM parental -1, TAAR1 agonist -1, CHRM5 PAM -14, M4 PAM -14 and CHRM5 agonist 10.
